Screens deposited in PubChem BioAssay by several laboratories.
TNAP act DEA: human TNAP enzyme activators, primary screen, biochemical, luminescent, intermediate phosphate acceptor level; Alkaline phosphatase, tissue-nonspecific isozyme (Homo sapiens), P05186; purified TNAP, CDP-star luminescence, 100 mM DEA, 30 min; active compounds read high; scale: 0 levamisole-inhibited, 1 vehicle-only enzyme; activation factor at 20 µM; 64,000 tested, under 10 active; AID 813, 2007;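 active = activation factor of at least 2 at 20 µM, relative to controls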
Target sequence (P05186 whole entry, looked up): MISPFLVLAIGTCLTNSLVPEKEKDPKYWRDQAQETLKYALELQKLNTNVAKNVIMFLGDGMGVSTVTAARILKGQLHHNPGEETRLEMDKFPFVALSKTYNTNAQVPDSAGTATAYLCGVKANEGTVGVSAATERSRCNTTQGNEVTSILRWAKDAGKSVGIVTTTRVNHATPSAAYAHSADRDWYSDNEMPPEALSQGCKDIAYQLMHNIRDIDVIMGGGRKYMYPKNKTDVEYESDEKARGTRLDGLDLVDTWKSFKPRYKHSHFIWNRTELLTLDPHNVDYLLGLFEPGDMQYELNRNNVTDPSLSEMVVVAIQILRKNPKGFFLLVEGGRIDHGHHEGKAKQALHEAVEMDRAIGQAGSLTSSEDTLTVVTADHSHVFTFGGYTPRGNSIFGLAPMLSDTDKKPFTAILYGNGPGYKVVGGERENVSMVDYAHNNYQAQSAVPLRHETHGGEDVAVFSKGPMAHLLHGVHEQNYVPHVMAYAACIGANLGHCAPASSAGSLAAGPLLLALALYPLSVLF
D1 mod: D1 CRE-luciferase signal change, two-sided – cell-based, HEK293 D1, dopamine EC30, D1 allosteric modulator project, primary screen; D(1A) dopamine receptor (Homo sapiens), P21728; dopamine EC30 potentiation; actives deviate in either direction; B-score at 10 µM; 5.9% of 58,000 active;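 active = luminescence count or its row- and column-corrected plate score outside the 99.7% band of the plate's sample wells, on either side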
HEK293 NFkB inh: inhibitors of PMA/ionomycin-induced NF-kB reporter, primary screen, antigen receptor NF-kB inhibitor project, cell-based, HEK-293 luciferase reporter, luminescence; 0.21% of 62,000 active; inhibition, % at 3 µM; HEK-293 NF-kB luciferase reporter;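 active = inhibition above the mean of all tested compounds plus 3 SD, cut at about 40% in these data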;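 also: 0% = stimulated DMSO wells and 100% = 10 µM reference inhibitor 5653914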
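Signal: luciferase luminescence; Material: HEK-293 cells with stable firefly luciferase reporter driven by four HIV NF-kB elements; Probe or stimulus: PMA with ionomycin; Replication: tested once; Times: 1 h compound pretreatment, then 16 h stimulation at 37 °C, 5% CO2; Benchmarks: DMSO and 10 µM reference inhibitor; Evaluation: per-plate % inhibition versus controls.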
Ecoli tolC: growth inhibitors of E. coli tolC mutant, primary screen, strain BW25113 ΔtolC::kan, 384-well. OD615. growth inhibition, % at 10 µM (by protocol). 2.2% of 65,000 active. AID 573, 2007;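 active = growth inhibition at or above a cutoff equal to the mean over every tested compound plus 3 SD, cut at about 60% in these data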;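 also: growth measured after 20 h incubation at 37 °C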
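Signal: optical density read at 615 nm; Assay system: E. coli ΔtolC::kan strain BW25113; Times: 20 h incubation with compound, 37 °C; Dosing: 10 µM final, single dose.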
M1 agonist: M1 muscarinic receptor agonists, primary screen, CHO-M1 cells, Fluo-4 calcium, agonist mode; Muscarinic acetylcholine receptor M1; Fluo-4 calcium fluorescence; active compounds read high; B-score at 10 µM; 3% of 64,000 active;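 active = fluorescence rise, raw or as B-score row- and column-corrected plate score, outside the 99.7% band of its plate's samples, either direction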
Jurkat tox 60K: cytotoxicity toward Jurkat T cells, primary screen, cytotoxicity control, cell-based, Jurkat E6.1, 60K MLSMR library. Jurkat E6.1 viability, ATP luminescence, 48 h. inhibition, % at 4 µM. 1.2% of 56,000 active;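 active = inhibition above the mean inhibition of all tested compounds plus 3 SD, cut at about 28% in these data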
NADH coupling: inhibitors of PK/LDH coupling enzymes, profiling panel, artefact control, biochemical, MLSMR library. coupled PK/LDH NADH assays, four targets. IC50, µM (series often up to 10 µM), for inactives: top-dose inhibition. 0.02% of 65,000 active. AID 774, 2007;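 active = single-dose screening hits from any of four coupled enzyme assays that gave an IC50 when retested across doses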;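 also: the DPM-DC format reads NADH fluorescence rather than 340 nm absorbance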
M1 antagonist: antagonists of rat M1 muscarinic receptor. Muscarinic acetylcholine receptor M1 (Rattus norvegicus), P08482. CHO-M1 cells, Fluo-4 calcium, ACh EC80 antagonist mode; active compounds read low. B-score at 10 µM. 3.4% of 64,000 active. AID 628, 2007;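 active = calcium fluorescence response, raw or row-and-column corrected B-score, differing from the plate sample mean either way at a set confidence level, mostly lower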
Target sequence (P08482 whole entry, looked up): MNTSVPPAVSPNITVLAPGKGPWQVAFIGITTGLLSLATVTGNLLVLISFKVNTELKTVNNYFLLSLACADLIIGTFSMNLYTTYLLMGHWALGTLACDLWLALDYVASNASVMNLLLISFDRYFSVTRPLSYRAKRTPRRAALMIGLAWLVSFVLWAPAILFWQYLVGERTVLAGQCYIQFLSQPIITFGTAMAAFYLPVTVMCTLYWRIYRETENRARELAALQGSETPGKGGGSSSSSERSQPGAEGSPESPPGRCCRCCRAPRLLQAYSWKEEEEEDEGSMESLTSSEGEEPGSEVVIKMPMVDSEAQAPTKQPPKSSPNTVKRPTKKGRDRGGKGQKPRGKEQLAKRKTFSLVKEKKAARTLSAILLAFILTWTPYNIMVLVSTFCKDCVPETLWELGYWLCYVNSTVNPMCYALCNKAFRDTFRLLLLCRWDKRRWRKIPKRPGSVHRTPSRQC
SF1 activator: activators of human SF-1, primary screen, cell-based, CHO-K1, Gal4-SF-1 LBD, luciferase luminescence | Steroidogenic factor 1 (Homo sapiens), Q13285 | CHO-K1 Gal4-SF-1 LBD luciferase reporter; % increase over DMSO SF-1-specific signal | activation, % at 10 µM | 1.9% of 65,000 active;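 active = activation above the mean activation of all tested compounds plus 3 SD, cut at about 50% in these data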
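Assay system: CHO-K1 cells co-transfected with Gal4 DBD–human SF-1 LBD, 5xGal4 luciferase reporter; doses: 10 µM only; incubation: 20 h compound exposure at 37 °C after 1 h cell settling; signal: luciferase light emission; evaluation: percent activation versus DMSO; repeats: one test per compound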
* marks the source's active call; other numbers are inactive results; [ ] = dose if it differs, or a comment.

Start of the listing, in advance, two compounds:
COC(=O)c1oc2ccc(Cl)cc2c1NC(C)=O was read as TNAP act DEA 1, D1 mod 0.044, HEK293 NFkB inh 13, Ecoli tolC 9, M1 agonist 0.65, Jurkat tox 60K 9, NADH coupling 5%, M1 antagonist 0.66 and SF1 activator -2.
Screening CCOC(=O)CNS(=O)(=O)c1c(C)noc1C returned TNAP act DEA 0.9, D1 mod 0.24, HEK293 NFkB inh 14, Ecoli tolC -40, M1 agonist 0.011, Jurkat tox 60K 1, NADH coupling 3%, M1 antagonist 0.72 and SF1 activator -8.

This part in full, from the start:
COC(=O)c1oc2ccc(Cl)cc2c1NC(C)=O was read as TNAP act DEA 1, D1 mod 0.044, HEK293 NFkB inh 13, Ecoli tolC 9, M1 agonist 0.65, Jurkat tox 60K 9, NADH coupling 5%, M1 antagonist 0.66 and SF1 activator -2.
Screening CCOC(=O)CNS(=O)(=O)c1c(C)noc1C returned TNAP act DEA 0.9, D1 mod 0.24, HEK293 NFkB inh 14, Ecoli tolC -40, M1 agonist 0.011, Jurkat tox 60K 1, NADH coupling 3%, M1 antagonist 0.72 and SF1 activator -8.
`CC(C)[C@H](NC(=O)NCc1cccs1)C(=O)O` gave TNAP act DEA 0.9, D1 mod -0.3, HEK293 NFkB inh 5, Ecoli tolC -24, M1 agonist -0.0091, Jurkat tox 60K -8, NADH coupling 5%, M1 antagonist 0.1 and SF1 activator -3.
For CN(Cc1cc2ccccc2[nH]c1=O)S(C)(=O)=O the results were TNAP act DEA 0.9, D1 mod 0.11, HEK293 NFkB inh 5, Ecoli tolC -6, Jurkat tox 60K -2, NADH coupling 4% and SF1 activator -3.
`CCC(=O)NC(C)C(c1cccs1)N1CCN(c2ccccc2)CC1` (configuration not stated) gave D1 mod 0.8, HEK293 NFkB inh 16, Ecoli tolC -8, M1 agonist 0.66, Jurkat tox 60K -2, NADH coupling 7%, M1 antagonist -0.0063 and SF1 activator -8.
For COc1cc(NC(=O)c2cccs2)c(OC)cc1NC(=O)CCn1nnc2ccccc21 the results were TNAP act DEA 0.9, D1 mod -0.59, HEK293 NFkB inh 16, Ecoli tolC -16, M1 agonist 0.72, Jurkat tox 60K 4, NADH coupling 5%, M1 antagonist -0.46 and SF1 activator -6.
`Cc1nc2ccccn2c1-c1nnco1` gave TNAP act DEA 1, D1 mod 0.58, HEK293 NFkB inh 12, Ecoli tolC -2, M1 agonist -0.37, Jurkat tox 60K 3, NADH coupling 4%, M1 antagonist 0.46 and SF1 activator -19.
For COc1ccc(-c2nc(C#N)c(NC(C)C)o2)cc1 the results were TNAP act DEA 0.9, D1 mod 0.19, HEK293 NFkB inh -16, Ecoli tolC -2, M1 agonist 0.75, NADH coupling 3%[fluoresces], M1 antagonist 0.4 and SF1 activator 17.
For C/C(N)=C(/C#N)C(=O)CN1CCCCC1 the results were TNAP act DEA 0.9, D1 mod 0.92, HEK293 NFkB inh 11, Ecoli tolC -9, M1 agonist 0.58, Jurkat tox 60K 1, NADH coupling 7%, M1 antagonist 0.57 and SF1 activator 9.
Cc1cccc(OCCCCc2c(C)n[nH]c2C)c1C was read as TNAP act DEA 1.2, D1 mod -1.4, HEK293 NFkB inh 8, Ecoli tolC 100*, M1 agonist -1.1, Jurkat tox 60K 8, NADH coupling 4%, M1 antagonist -0.43 and SF1 activator 4.
Screening O=C(CC1(O)C(=O)N(Cc2ccc3c(c2)OCO3)c2ccccc21)c1ccccc1 (configuration not stated) returned TNAP act DEA 0.9, D1 mod 1.2, HEK293 NFkB inh 11, Ecoli tolC 10, M1 agonist -0.12, Jurkat tox 60K -6, NADH coupling 7%, M1 antagonist -0.61 and SF1 activator 6.
Screening COc1cc2c(cc1OC)C(c1cccc(OC)c1OC)CC(=O)N2 (configuration not stated) returned TNAP act DEA 0.9, D1 mod 1.5, HEK293 NFkB inh 8, Ecoli tolC -10, M1 agonist -0.91, Jurkat tox 60K -2, NADH coupling 4%, M1 antagonist 1 and SF1 activator 5.
`CCN(CC(=O)O)S(=O)(=O)c1cc(Cl)ccc1Cl` gave TNAP act DEA 0.9, D1 mod 0.1, HEK293 NFkB inh 0, Ecoli tolC -10, M1 agonist -0.48, Jurkat tox 60K 6, NADH coupling 2%, M1 antagonist -0.095 and SF1 activator -7.
Screening CCc1cc(=O)oc2c(CN3CCN(C)CC3)c(O)c(Cl)cc12 returned TNAP act DEA 0.9, D1 mod -0.85, Ecoli tolC 17, M1 agonist 0.12, NADH coupling 1%[fluoresces], M1 antagonist -0.62 and SF1 activator -9.
`COc1ccc(N(CC(=O)NCc2cccs2)S(=O)(=O)c2cccnc2)cc1` gave TNAP act DEA 1, D1 mod 0.65, HEK293 NFkB inh 2, Ecoli tolC -4, M1 agonist -0.46, Jurkat tox 60K 5, NADH coupling 20%, M1 antagonist 2.2 and SF1 activator -2.
NS(=O)(=O)c1ccc(NC(=O)COC(=O)CCNC(=O)NC23CC4CC(CC(C4)C2)C3)cc1 was read as TNAP act DEA 0.9, D1 mod 1.6, HEK293 NFkB inh 26, Ecoli tolC 14, M1 agonist 0.003, NADH coupling 3%, M1 antagonist -0.0036 and SF1 activator 2.
`Cc1cc(=O)n2nc(N3CCC(C(=O)NC4CCCc5ccccc54)CC3)sc2n1` (configuration not stated) gave TNAP act DEA 0.9, D1 mod 0.31, HEK293 NFkB inh 12, Ecoli tolC -1, M1 agonist -0.17, Jurkat tox 60K -2, NADH coupling 2%, M1 antagonist 0.099 and SF1 activator 2.
For CCOc1ccc(OCc2ccc(C(=O)OCc3ccccn3)o2)cc1 the results were TNAP act DEA 0.9, HEK293 NFkB inh -47, Ecoli tolC 37, Jurkat tox 60K 3, NADH coupling 9% and SF1 activator -30.
For Cc1nonc1NC(=O)OCCN1CCOC1=O the results were TNAP act DEA 0.9, HEK293 NFkB inh 10, Ecoli tolC 20, Jurkat tox 60K -1, NADH coupling 2% and SF1 activator 3.
Screening CC(C)CC(=O)NCC(C)NC(=O)CC(C)C (configuration not stated) returned TNAP act DEA 0.9, D1 mod -0.43, HEK293 NFkB inh 9, Ecoli tolC -8, M1 agonist 0, Jurkat tox 60K -5, NADH coupling 17%, M1 antagonist -0.12 and SF1 activator -3.
CC(NS(=O)(=O)c1ccccc1)C(N)=O (configuration not stated) was read as TNAP act DEA 0.9, D1 mod -0.43, HEK293 NFkB inh 6, Ecoli tolC -14, M1 agonist 0.22, Jurkat tox 60K 2, NADH coupling 9%, M1 antagonist 0 and SF1 activator -10.
`CCC(=O)Nc1cc2nn(-c3ccc(OC)cc3)nc2cc1C` gave TNAP act DEA 0.9, D1 mod -5*, HEK293 NFkB inh -28, Ecoli tolC 3, M1 agonist 0.16, Jurkat tox 60K 1, NADH coupling 11%[fluoresces], M1 antagonist 0.43 and SF1 activator -24.
`N#Cc1nc(Cc2cccc3ccccc23)oc1NCCN1CCCCC1` gave TNAP act DEA 0.9, HEK293 NFkB inh 3, Ecoli tolC 22, M1 agonist -1.1, Jurkat tox 60K 3, NADH coupling 6%, M1 antagonist -1.3 and SF1 activator 2.
CN(C)c1ccc2c(c1)OC(N)=C(C#N)C2c1cccc(F)c1 (configuration not stated) was read as TNAP act DEA 0.9, D1 mod 8.8*, HEK293 NFkB inh 44*, Ecoli tolC 20, M1 agonist 20*, Jurkat tox 60K 86*, NADH coupling 1%, M1 antagonist -3.4* and SF1 activator -56.
Screening c1ccc(Oc2cccc(CN3CCOCC3)c2)cc1 returned TNAP act DEA 1, D1 mod 0.1, HEK293 NFkB inh 14, Ecoli tolC -9, M1 agonist -0.45, Jurkat tox 60K -3, NADH coupling 2%, M1 antagonist -0.062 and SF1 activator -12.
`Cc1ccc(C)c(-n2c(Cc3cc(=O)[nH]c(=O)[nH]3)nnc2SCC(=O)NCC2CCCO2)c1` (configuration not stated) gave TNAP act DEA 0.9, D1 mod 1.6, HEK293 NFkB inh -8, Ecoli tolC -19, M1 agonist -1.2, Jurkat tox 60K -7, NADH coupling 8%, M1 antagonist 1 and SF1 activator 15.
Cc1ccc(/C=c2\sc3n(c2=O)CN(c2ccc(Br)cc2)CN=3)o1 was read as TNAP act DEA 0.9, D1 mod 0.07, Ecoli tolC -2, M1 agonist 0.019, NADH coupling 7%, M1 antagonist -1.2 and SF1 activator 8.
Screening CCOc1ccccc1NC(=O)C1CCCN(S(=O)(=O)c2cccc3cccnc23)C1 (configuration not stated) returned TNAP act DEA 0.9, D1 mod 1.7, HEK293 NFkB inh 8, Ecoli tolC 0, M1 agonist 1, Jurkat tox 60K 4, NADH coupling 6%, M1 antagonist -0.57 and SF1 activator 15.
`O=C(O)CSc1nnc(Cn2c(=O)sc3ccccc32)n1-c1cccc(Cl)c1` gave TNAP act DEA 1, D1 mod -0.32, HEK293 NFkB inh 14, Ecoli tolC -6, M1 agonist -0.021, Jurkat tox 60K -14, NADH coupling 5%, M1 antagonist -0.18 and SF1 activator 0.
O=C(CN1CCOCC1)NCC12CC3CC(CC(C3)C1)C2 was read as TNAP act DEA 0.9, D1 mod 1.5, HEK293 NFkB inh 22, Ecoli tolC -2, M1 agonist -0.27, Jurkat tox 60K 2, NADH coupling 7%, M1 antagonist 0.68 and SF1 activator -2.
Screening O=C(Oc1ccc(Br)cc1)C1CC(=O)N(c2ccc(F)cc2)C1 (configuration not stated) returned TNAP act DEA 0.9, D1 mod 0.74, HEK293 NFkB inh 8, Ecoli tolC 2, M1 agonist 0.0065, Jurkat tox 60K -2, NADH coupling 1%, M1 antagonist -0.026 and SF1 activator -1.
Screening Cc1cc(NC(=O)CSc2nc(-c3ccco3)cc(C(F)(F)F)n2)n(-c2ccccc2)n1 returned D1 mod 0.12, HEK293 NFkB inh 23, Ecoli tolC -3, M1 agonist 0.17, Jurkat tox 60K 33*, NADH coupling 10%, M1 antagonist -0.22 and SF1 activator 18.

Reprinted at random: 2 records from the list, in no set order.
`CCN(CC(=O)O)S(=O)(=O)c1cc(Cl)ccc1Cl` gave TNAP act DEA 0.9, D1 mod 0.1, HEK293 NFkB inh 0, Ecoli tolC -10, M1 agonist -0.48, Jurkat tox 60K 6, NADH coupling 2%, M1 antagonist -0.095 and SF1 activator -7.
NS(=O)(=O)c1ccc(NC(=O)COC(=O)CCNC(=O)NC23CC4CC(CC(C4)C2)C3)cc1 was read as TNAP act DEA 0.9, D1 mod 1.6, HEK293 NFkB inh 26, Ecoli tolC 14, M1 agonist 0.003, NADH coupling 3%, M1 antagonist -0.0036 and SF1 activator 2.

Hits appear at their usual frequency; overall some 15% were active at least once.
